High-throughput results (PubChem)
14-3-3 PPI: alters human 14-3-3 gamma binding to Raf peptide; inhibition, % at 40 µM; FP, 14-3-3gamma / TMR-pS259-Raf peptide binding; 160,000 tested, 0.19% active; in the data active means inhibition above about 30%;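 further: 0% = protein plus tracer without compound and 100% = blank with tracer alone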
Target sequence (P61981 whole entry, looked up): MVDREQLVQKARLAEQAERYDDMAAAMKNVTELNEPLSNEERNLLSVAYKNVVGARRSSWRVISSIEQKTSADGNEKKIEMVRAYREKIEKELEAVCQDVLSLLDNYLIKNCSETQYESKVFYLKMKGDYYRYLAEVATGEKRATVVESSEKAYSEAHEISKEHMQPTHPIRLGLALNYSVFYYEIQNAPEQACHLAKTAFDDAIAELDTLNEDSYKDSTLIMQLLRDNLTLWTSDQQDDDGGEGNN
Active calls of the source: *; & = joins results of further samples. The list is partial; the hit share may differ from the screen's.

The opening 4 entries as a preview:
SMILES,14-3-3 PPI
CC1(C)OC(=O)C(=CNCC(O)c2ccccc2)C(=O)O1 (stereo unspecified),1
CC(=O)Oc1c(Br)cc(N(C(C)=O)S(=O)(=O)c2ccccc2)c2ccccc12,-36
CC(C)(C)NC(=O)C1(S(=O)(=O)c2ccc(Cl)cc2)CC1,4
O=C(Nc1c(C(=O)Nc2cccc(F)c2)oc2ccccc12)c1ccc2c(c1)OCO2,-4

Main list, repeating the preview:
SMILES,14-3-3 PPI
CC1(C)OC(=O)C(=CNCC(O)c2ccccc2)C(=O)O1 (stereo unspecified),1
CC(=O)Oc1c(Br)cc(N(C(C)=O)S(=O)(=O)c2ccccc2)c2ccccc12,-36
CC(C)(C)NC(=O)C1(S(=O)(=O)c2ccc(Cl)cc2)CC1,4
O=C(Nc1c(C(=O)Nc2cccc(F)c2)oc2ccccc12)c1ccc2c(c1)OCO2,-4
CCOc1cc(C2C(C(=O)OC(C)C)=C(C)NC3=C2C(=O)CC(c2ccc(OC)cc2)C3)cc(Br)c1O (stereo unspecified),1
O=C(O)c1ccc(S(=O)(=O)c2ccc(C(=O)O)c(C(=O)O)c2)cc1,1
CCCCS(=O)(=O)NC1=NCN(CC)CN1,-4&-4
O=C(CSc1nc2c(sc(=S)n2CC2CCCO2)c(=O)n1-c1ccc(F)cc1)Nc1nccs1 (stereo unspecified),-47
O=C(c1ccc2c(c1)C(=O)N(c1ccc(O)cc1)C2=O)c1ccc2c(c1)C(=O)N(c1ccc(O)cc1)C2=O,21
CCCCC(CC)CNC(=O)c1[nH]c(C)c(C(C)=O)c1C (stereo unspecified),-3
O=S1(=O)CCN2C(=N1)Sc1c2ccc2c1CCCC2,-5
Cc1ccc(NC(=O)c2ccc(NCc3ccc(F)cc3)c([N+](=O)[O-])c2)c(C)c1,-11
CCOc1cccc2c1OC1(C)C(C(=O)Nc3ccc(OC)cc3)C2NC(=S)N1c1ccccc1 (stereo unspecified),-4
CSc1nc2ccc(S(=O)(=O)Nc3c(C)n(C)n(-c4ccccc4)c3=O)cc2s1,0
COc1cc(C(=O)N=c2sc3c4ccccc4ccc3n2C)cc(OC)c1OC,4
Cc1cc(NS(=O)(=O)c2ccc3c(c2)CCC(=O)N3)ccc1Br,-57
COc1cc(C(=O)N2CCN(C(=O)Cc3ccccc3)CC2)cc(OC)c1OC,-5&-3
O=C(Nc1ccc(Br)cn1)c1ccc([N+](=O)[O-])o1,-2
N=c1c2c(n(Cc3ccc(Cl)c(Cl)c3)c3c1CCC3)CCCC2,-2
COc1ccc(-n2nc(C(=O)NCC(=O)Nc3cnc4ccccc4c3)c3ccccc3c2=O)cc1OC,-11

7 compounds drawn at random from the list so far, as already listed:
SMILES,14-3-3 PPI
CCCCS(=O)(=O)NC1=NCN(CC)CN1,-4&-4
CC(C)(C)NC(=O)C1(S(=O)(=O)c2ccc(Cl)cc2)CC1,4
O=C(CSc1nc2c(sc(=S)n2CC2CCCO2)c(=O)n1-c1ccc(F)cc1)Nc1nccs1 (stereo unspecified),-47
CCOc1cccc2c1OC1(C)C(C(=O)Nc3ccc(OC)cc3)C2NC(=S)N1c1ccccc1 (stereo unspecified),-4
CCCCC(CC)CNC(=O)c1[nH]c(C)c(C(C)=O)c1C (stereo unspecified),-3
CC1(C)OC(=O)C(=CNCC(O)c2ccccc2)C(=O)O1 (stereo unspecified),1
CSc1nc2ccc(S(=O)(=O)Nc3c(C)n(C)n(-c4ccccc4)c3=O)cc2s1,0

Later entries:
SMILES,14-3-3 PPI
CCC1CCCCN1C(=O)c1ccc(OC)cc1 (stereo unspecified),-1
Cc1ccc(NC(=O)c2c(C)nc3sc(C(=O)N4CCCC4)c(N)c3c2-c2ccc(C)o2)c(C)c1,-13
NS(=O)(=O)c1ccc(CCNC2CC(=O)N(CCc3ccccc3)C2=O)cc1 (stereo unspecified),4
CCOC(=O)C(C)Sc1ccc2nnc(-c3ccc(F)cc3)n2n1 (stereo unspecified),-2
CCc1nnc(NC(=O)c2ccc(NS(=O)(=O)c3ccccc3)cc2)s1,0
COc1cccc(C(=O)CC(=O)C(=O)Nc2cc([N+](=O)[O-])ccc2OC)c1,-10
O=C1OCC(=O)N(Cc2ccccc2)C1c1ccc(F)cc1 (stereo unspecified),-9
Cc1ccc(-n2nc3c(c2NC(=O)c2ccc(Br)cc2)CSC3)c(C)c1,5
CCC1CCCCN1CCNS(=O)(=O)c1ccc2c(c1)oc(=O)n2C (stereo unspecified),-12
Cc1ccc(C)c(CSc2nc(-c3cccs3)nc3c2c(=O)n(C)c(=O)n3C)c1,-4
COC(=O)C(C(=O)OC)N1C(=O)CCC1=O,-6
COC(=O)c1cc(COc2cc3oc(=O)cc(-c4ccccc4)c3cc2Cl)c(C)o1,-3
CC1(CCC(=O)O)NC(=S)N(c2ccccc2)N1 (stereo unspecified),4
COc1cccc(N2CCN(c3c4c(nc5ncnn35)CCC4)CC2)c1,1
Cc1ccc(S(=O)(=O)Nc2ccccc2C(O)C[N+](=O)[O-])cc1 (stereo unspecified),2
Nc1c(C(=O)NCc2ccco2)nnn1-c1cccc(C(F)(F)F)c1,-3
CCc1ccc(NC(=O)c2cc(S(=O)(=O)NCc3ccc(C)cc3)ccc2F)cc1,9
CC(C)CC(=O)Nc1c2c(nn1C(C)(C)C)CS(=O)(=O)C2,-4
O=[N+]([O-])C1=CC=C2C(=NC3(CCCCC3)N2O)C1=NCCc1ccccc1,-30
CCc1ccccc1NC(=O)Cn1c(=O)n(CCc2ccccc2)c(=O)c2ccccc21,-1

Going on with the list.
SMILES,14-3-3 PPI
COc1cccc(CSc2ccc(C(=O)O)cc2[N+](=O)[O-])c1OC,-6
CCc1c(C)nc(SCC(=O)c2ccc(Br)cc2)c(C#N)c1C,1
COc1c(C)cccc1C(=O)Nc1cc(Cl)ccc1N1CCOCC1,-8
Cn1nnc(NC(=O)COc2ccc(C3CCCCC3)cc2)n1,-1
CCOc1ccc2c(c1)sc(=NC(=O)c1ccc(S(=O)(=O)N3CCCCC3)cc1)n2C,-10
COc1ccc(Oc2coc3c(CN(C)C)c(O)ccc3c2=O)cc1,-8
CCOc1ccc(-c2cc(-c3cccnc3)nc3ccc4ccccc4c23)cc1,4
O=C(CSc1c[nH]c2ccccc12)Nc1cc(C(F)(F)F)ccc1Cl,-1
CCOC(=O)c1c(NC(=O)COc2ccc(F)cc2)sc2c1CCC(CC)C2 (stereo unspecified),-6
Cc1ccccc1Nc1c(-c2ccsc2)nc2ccc(Cl)cn12,8
COc1ccc(CCN(C)C(=O)N2CCOCC2)cc1OC,3
CC1(C)CC(=O)C(/C=N/c2ccccn2)=C(O)C1,-1
Cc1nc(SCC(=O)Nc2nc3c(s2)CCCC3)n[nH]1,-61
COc1ccccc1Nc1ncnc2c1cnn2-c1ccc(Cl)cc1,-1
Nc1ccccc1SCC(=O)OCC(=O)c1ccc(Br)cc1,0
CCCc1cc(C(=O)Nc2ccc(C)cc2)no1,0
O=C(Nc1ccc(C(=O)Oc2ccccc2)c(O)c1)c1ccccc1,-16
O=C(Nc1ccc(OC(=O)c2cccnc2)cc1)c1cccnc1,-4
COc1ccccc1C1NC(=O)NC(C)=C1C(=O)Nc1ccc(F)cc1 (stereo unspecified),-16
O=C(NC1CCCCCC1)c1cc(S(=O)(=O)N2CCC3(CC2)OCCO3)ccc1F,-4

Carrying on:
SMILES,14-3-3 PPI
O=c1oc2ccccc2cc1-c1cn(-c2ccc(F)cc2)c(=S)[nH]1,-3
CCn1nnc(-c2ccccc2NC(=O)C(F)(F)F)n1,-15
COc1ccc(C(C)=O)cc1COC(=O)c1ccc(S(=O)(=O)N2CCOCC2)cc1,-3
CC(C)c1ccc(C(=O)CC2(O)C(=O)N(C)c3ccc(Br)cc32)cc1 (stereo unspecified),-8
COc1cc2ccccc2cc1-c1nnc(COc2ccccc2)o1,0
COc1ccccc1Nc1nc(N)nc(CSc2nnc(C)s2)n1,-11
CCOC(=O)c1ccc(-c2c(C(=O)OCC)oc3cc(O)c(CC)cc3c2=O)o1,-1
Cc1cccc(C(=O)Nc2cc(=O)n(C)c(=O)n2C)c1,-4
CCOC(=O)C1=C(C)Nc2nc(SCc3ccccc3C)nn2C1c1ccc([N+](=O)[O-])cc1 (stereo unspecified),-3
COc1ccc(Cl)cc1NC(=O)c1nc2nc(-c3ccccc3)cc(C(F)(F)F)n2n1,-1
O=C(O)c1cc(S(=O)(=O)Nc2cccc(C(F)(F)F)c2)ccc1F,-5
COCCNC(=O)Cn1c(=O)oc2ccccc21,0
CCn1cc(C(=O)NCC2COc3ccccc3O2)c2cc(OC)c(OC)cc2c1=O (stereo unspecified),-1
Cc1ccc(NC(=O)Cn2cnc3sc4c(c3c2=O)CCCC4)cc1F,-5
CCCOC(=O)c1cc(-c2ccc(Br)cc2)nc2ccccc12,-96
COc1cccc(C(=O)N2CC(=O)Nc3ccc(C)cc3C2c2ccccc2)c1 (stereo unspecified),-4
Cc1ccc(S(=O)(=O)C2(C(=O)O)CCCC2)cc1C,-6
CC1CCCC(C)N1CC(O)COCc1ccc(Cl)cc1 (stereo unspecified),4
COc1ccc(Cc2nnc(SCc3c(C)noc3C)n2C2CCCCC2)cc1OC,-7
CCOC(=O)c1ccc(NC(=O)C2C(=O)N(C)C3(C)CC2c2ccccc2O3)cc1 (stereo unspecified),-8

(cont.)
SMILES,14-3-3 PPI
Cc1nn(C)cc1-c1n[nH]c(=S)n1-c1ccc(F)cc1,6
COc1cccc(CN(CC(=O)NCC2CCCO2)C(=O)CCC(=O)Nc2cc(C)on2)c1 (stereo unspecified),0
CCOc1ccc(C(=O)CSc2nnc(N)s2)cc1,-9
CCOc1ccc(NC(=O)COc2ccc3oc(-c4ccc(OC)cc4)cc(=O)c3c2)cc1,-5
Cc1oc(C(C)(C)C)cc1C(=O)Nc1ccc2c(c1)OCCO2,-4
CSc1nc2sc3c(c2c(=O)n1C1CCCCC1)CCN(C)C3,-9
COc1cc(OC)cc(-c2cc3nc(C)c(CCC(=O)NC(C)CCc4ccco4)c(C)n3n2)c1 (stereo unspecified),-4
Cc1ccc2[nH]c(=O)c(CN(Cc3cccs3)Cc3nnnn3Cc3ccccc3)cc2c1,-2
O=C(Nc1nnc(-c2ccco2)o1)C1CCCCC1,-2
CCOc1ccc(Nc2c3c(nc4ccc(Cl)cc24)CCC3)cc1,5
COc1ccc(-c2cn3c(C)c(C(=O)N4CCCc5ccccc54)sc3n2)cc1,-1
CCc1ccc(-c2ccc(C(=O)Nc3ccc(OC)cc3)cc2)nc1,-21
O=C(OCc1cccc(COC(=O)c2ccc(Cl)cc2)n1)c1ccc(Cl)cc1,9
N#CCSc1nc2ccccc2c(=O)n1Cc1cccs1,-22
Cc1ccc(C(=O)CSc2ccccn2)cc1,-10&-2
CCSc1nnc2c(n1)OC(c1ccc3c(c1)OCO3)N(C(=O)CC)c1ccccc1-2 (stereo unspecified),11
Cc1ccccc1OCC(=O)n1cnc2ccccc21,-2
CN(C)CCCNS(=O)(=O)c1cccc2nsnc12,-4
O=C(Cc1ccc(Cl)cc1)Nc1ccc(N2CCN(C(=O)c3ccco3)CC2)cc1,-22
Cc1nnc(SCCCn2c(N3CCN(c4ccccc4)CC3)nc3c2c(=O)[nH]c(=O)n3C)s1,-3

Later entries
SMILES,14-3-3 PPI
O=C(CN(Cc1ccccc1)S(=O)(=O)c1ccc(Br)cc1)Nc1ccccc1Br,-2
COc1cccc(C2=NN(C(=O)c3ccco3)C(O)(C(F)(F)F)C2)c1 (stereo unspecified),-6
COc1cc2[nH]c(=O)n(Cc3ccc(C(=O)N4CCN(c5cc(C)ccc5C)CC4)cc3)c(=O)c2cc1OC,1
CCCS(=O)(=O)N1CCC(C(=O)NC2CCCCC2)CC1,4
COC(=O)c1c(NC(=O)c2cccc(Br)c2)sc2c1CCCC2,-6
COc1ccc(C2C(C(=O)OC(C)C)=C(C)NC3=C2C(=O)CC(C)(C)C3)cc1Br (stereo unspecified),-2
O=C(CSc1ccc(Cl)cc1)Nc1cccc(-c2nc3ncccc3o2)c1,-22
CCCCN1C2=NCCN2c2ccccc21,-14
Nc1c(-c2ccc(Cl)cc2)nnn1-c1ccccc1,-2
CCOC(=O)c1ccc(N=Cc2ccc(OC(=O)c3ccccc3)cc2)cc1,-13
NS(=O)(=O)c1ccc(CCNc2ncnc3c2c(-c2ccccc2)cn3-c2ccc(Br)cc2)cc1,-11
COC(=O)c1scc(C)c1NC(=O)C(C)Sc1nc(C)cc(C)c1C#N (stereo unspecified),0
Fc1ccccc1CNCCC(Cc1ccccc1)c1ccc2c(c1)OCO2 (stereo unspecified),0
O=C(Cn1nc(-c2ccc(Cl)cc2)ccc1=O)NCc1ccccc1Cl,-16
N#Cc1cccn1Cc1ccccc1F,2
COc1ccc(F)cc1CN1CCN(c2cc(C)nc3c4c(C)cc(C)nc4nn23)CC1,-4
CCN(CC)C(=O)COc1ccc2c(c1)C(=O)CC(C)(C)O2,-5
CSc1ccccc1NC(=O)CSc1nc2ccccc2s1,-2
O=C(Nc1nccs1)c1cc2cc([N+](=O)[O-])ccc2oc1=Nc1cccc(Cl)c1,2
O=c1cc(-c2ccccc2)nc2n1Cc1ccccc1-2,-4

Next compounds.
SMILES,14-3-3 PPI
Cc1cc(C)c2c(CN3CCN(C)CC3)cc(=O)oc2c1,-4
COc1ccc(CC(=O)Oc2c(S(=O)(=O)c3ccc(C)cc3)c(C)nn2-c2ccccc2)cc1,-7
NC(=O)CN1CCCN(S(=O)(=O)c2ccc(F)cc2)CC1,-4
CCOC(=O)N1CCC(NC(=O)CSCc2nc(-c3cccc(OC)c3)oc2C)CC1,1
CCOC(=O)c1c(C)n(CC)c2ccc(OC(=O)c3ccccc3)cc12,-3
O=C(NCCN1CCc2ccccc2C1)C1CCN(S(=O)(=O)N2CCCCC2)CC1,-7
CCOCCCNC(=O)C1CCN(C(=O)Nc2ccc(Cl)cc2)CC1,-1
C=Cc1ccc(NC(C)=O)cc1NC(C)=O,-12
COC(=O)c1sc2ccccc2c1NC(=O)c1ccccc1Cl,-1
